Assay outcomes deposited in PubChem BioAssay by several laboratories.
STK33 kinase inh: inhibitors of purified STK33 kinase, primary screen, biochemical, ADP-Glo luminescence, homogeneous, cell-free; AID 2661, 2010; inhibition, % at 10 µM; MBP phosphorylation; actives 0.073% (n = 320,000);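 active = inhibition at or above 25%, using the most active replicate where run in duplicate; inactive = inhibition below 25%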
Target sequence (Q9BYT3 whole entry, looked up): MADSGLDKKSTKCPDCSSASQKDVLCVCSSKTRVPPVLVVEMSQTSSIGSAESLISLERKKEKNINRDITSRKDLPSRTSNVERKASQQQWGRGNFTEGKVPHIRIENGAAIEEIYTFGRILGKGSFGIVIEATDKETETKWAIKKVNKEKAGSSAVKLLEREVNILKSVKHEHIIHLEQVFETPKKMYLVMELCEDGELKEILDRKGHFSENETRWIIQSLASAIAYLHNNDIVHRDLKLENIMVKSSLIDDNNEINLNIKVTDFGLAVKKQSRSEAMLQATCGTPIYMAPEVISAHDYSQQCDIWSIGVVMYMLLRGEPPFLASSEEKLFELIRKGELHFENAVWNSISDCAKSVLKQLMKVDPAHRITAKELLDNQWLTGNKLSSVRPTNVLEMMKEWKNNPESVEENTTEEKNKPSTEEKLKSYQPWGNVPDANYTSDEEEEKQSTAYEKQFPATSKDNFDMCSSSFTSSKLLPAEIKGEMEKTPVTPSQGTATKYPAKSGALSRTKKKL
OX1R FRET antag: antagonists of human orexin 1 receptor (OX1R) | Orexin/Hypocretin receptor type 1 (Homo sapiens), O43613 | OX1R-expressing cells, FRET antagonist read-out | inhibition, % at 6.6 µM | actives 1.8% (n = 330,000) | AID 485270, 2010; in the data active = inhibition mostly above about 38%, no sharp cut-off; inactive = mostly below about 40%;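 also: 0% = agonist challenge alone and 100% = reference antagonist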
Target sequence (O43613 whole entry, looked up): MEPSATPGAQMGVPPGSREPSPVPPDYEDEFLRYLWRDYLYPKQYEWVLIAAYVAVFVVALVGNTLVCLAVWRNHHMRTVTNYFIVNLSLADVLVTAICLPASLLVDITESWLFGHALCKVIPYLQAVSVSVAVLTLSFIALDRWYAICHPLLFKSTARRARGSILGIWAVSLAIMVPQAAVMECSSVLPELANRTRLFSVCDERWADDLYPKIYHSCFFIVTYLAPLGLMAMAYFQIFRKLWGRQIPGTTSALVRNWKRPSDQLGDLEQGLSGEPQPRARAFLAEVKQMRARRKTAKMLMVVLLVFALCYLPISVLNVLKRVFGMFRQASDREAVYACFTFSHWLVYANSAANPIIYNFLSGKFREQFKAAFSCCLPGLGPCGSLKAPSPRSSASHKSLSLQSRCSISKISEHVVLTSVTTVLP
Starred values were filed as active, the others as inactive; x = not tested or not shown.

SMILES	STK33 kinase inh	OX1R FRET antag
CCCc1nc2ccccc2c(C(=O)OCC(=O)Nc2c(C)n(C)n(-c3ccccc3)c2=O)c1CC	-0.4	11
Cc1ccc2nc(SCC(=O)Nc3cccc(S(N)(=O)=O)c3)[nH]c2c1	2.7	20
COC(=O)c1cccc(Cn2c(Cl)c(/C=N/NC(=O)c3ccco3)sc2=O)c1	1.9	-2
CCOC(=O)c1c(NC(=O)CN2CCCCC2)sc(CN(C)C)c1-c1ccccc1	-0.6	3
Cc1ccc(C(=O)N2CCN(c3ccc(NC(=S)NC(=O)Cc4ccccc4)cc3)CC2)cc1	0.1	20
COc1ccc(NC(=O)C(F)(F)F)cc1OC	-1.2	16
Fc1cc(Cl)c(OCc2noc(-c3ccsc3)n2)c(Cl)c1	-2.0	7
COc1ccc(CN2CCSCC2)cc1C	-0.2	-2
CCC1C(=O)c2ccccc2N(C)C1=O (stereo unspecified)	-0.1	18
COc1ccccc1CCc1nnc(CCC(=O)N(C)Cc2cccc3ncccc23)o1	-1.8	20
COC(=O)C(NC(=O)c1ccccc1)=C1C=C(C)OC(C)=C1	-0.6	24
COC(=O)C(Cc1ccccc1)NC(=O)c1cc(=O)[nH]c2ccccc12 (stereo unspecified)	5.3	3
COc1ccc(/C(C)=N/N=C(\C)c2ccc(OC)cc2OC)c(OC)c1	-2.2	33
Cc1[nH]c2ccccc2c1C(=O)C(C)OC(=O)c1ccc([N+](=O)[O-])o1 (stereo unspecified)	-0.8	16
CC1CCN(C(=O)c2ccc(N3CCOCC3)c([N+](=O)[O-])c2)CC1	-2.2	19
CCOC(=O)c1sc(NC(=O)CSc2nc(C)cc(C)n2)c(C#N)c1C	-0.5	11
O=C(Cn1ccc(NC(=O)OCc2ccccc2)nc1=O)NCCCn1ccnc1	0.5	7
Cc1cc2nnc(SCc3ccccc3)n2c(N)n1	-3.4	18
COc1ccc(S(=O)(=O)NC(C)C(=O)Nc2ccc3c(c2)OCO3)cc1OC (stereo unspecified)	0.3	21
O=C(NCc1ccc(Cl)cc1)c1cc2ccccn2n1	0.0	2
CC(NC(=O)c1ccccc1Cl)C(=O)N1CCN(Cc2ccc3c(c2)OCO3)CC1 (stereo unspecified)	x	5
COc1cccc2c1C(=O)c1c(O)c3c(c(O)c1C2=O)C[C@@](O)(C(=O)CO)C[C@@H]3O[C@H]1C[C@H](N)[C@@H](O)[C@H](C)O1	1.9	41*
CC1(C)CC(NC(=O)c2cc(COc3cccc(C(F)(F)F)c3)on2)CCO1 (stereo unspecified)	-0.7	-1
COc1cccc(N(C(=O)Cn2nnc(-c3cccs3)n2)C(C(=O)NC(C)C)c2ccc(C)o2)c1 (stereo unspecified)	0.1	20
CC(C)NC(=O)c1ccc(COCC(F)(F)C(F)F)cc1	-0.9	11

15 entries already listed, ordered by molar mass, ascending.
SMILES	STK33 kinase inh	OX1R FRET antag
CCC1C(=O)c2ccccc2N(C)C1=O (stereo unspecified)	-0.1	18
COc1ccc(NC(=O)C(F)(F)F)cc1OC	-1.2	16
O=C(NCc1ccc(Cl)cc1)c1cc2ccccn2n1	0.0	2
COC(=O)C(NC(=O)c1ccccc1)=C1C=C(C)OC(C)=C1	-0.6	24
CC1CCN(C(=O)c2ccc(N3CCOCC3)c([N+](=O)[O-])c2)CC1	-2.2	19
Fc1cc(Cl)c(OCc2noc(-c3ccsc3)n2)c(Cl)c1	-2.0	7
COc1ccc(/C(C)=N/N=C(\C)c2ccc(OC)cc2OC)c(OC)c1	-2.2	33
CCOC(=O)c1sc(NC(=O)CSc2nc(C)cc(C)n2)c(C#N)c1C	-0.5	11
O=C(Cn1ccc(NC(=O)OCc2ccccc2)nc1=O)NCCCn1ccnc1	0.5	7
COC(=O)c1cccc(Cn2c(Cl)c(/C=N/NC(=O)c3ccco3)sc2=O)c1	1.9	-2
CC(NC(=O)c1ccccc1Cl)C(=O)N1CCN(Cc2ccc3c(c2)OCO3)CC1 (stereo unspecified)	x	5
COc1ccccc1CCc1nnc(CCC(=O)N(C)Cc2cccc3ncccc23)o1	-1.8	20
CCCc1nc2ccccc2c(C(=O)OCC(=O)Nc2c(C)n(C)n(-c3ccccc3)c2=O)c1CC	-0.4	11
COc1cccc(N(C(=O)Cn2nnc(-c3cccs3)n2)C(C(=O)NC(C)C)c2ccc(C)o2)c1 (stereo unspecified)	0.1	20
COc1cccc2c1C(=O)c1c(O)c3c(c(O)c1C2=O)C[C@@](O)(C(=O)CO)C[C@@H]3O[C@H]1C[C@H](N)[C@@H](O)[C@H](C)O1	1.9	41*

Continued.
SMILES	STK33 kinase inh	OX1R FRET antag
CCOc1ccc(N2C(=O)CC(SCCN)C2=O)cc1 (stereo unspecified)	0.5	8
O=C(OCc1ccc(Br)cc1F)c1cc2ccccc2oc1=O	-1.9	8
Cc1ccc(C)c(S(=O)(=O)N2CCCC2CNC(=O)C(=O)NCc2cccs2)c1 (stereo unspecified)	-2.6	17
COc1cc2c(cc1OC)CN(CC(=O)Nc1ccc(C)c(C)c1)CC2	-0.9	5
C[C@@H](C(=O)Nc1ccc2ccccc2c1)[C@@H]1C[C@@]1(C)[C@@H](NC(=O)c1cnccn1)c1ccccc1	0.0	12
CC(=O)CCC(=O)c1ccc2ccccc2c1	0.2	14
O=S(=O)(c1ccc(Oc2ccc(Cl)cc2)nc1)N1CCOCC1	-3.3	11
COc1ccc(CO[C@@H]2O[C@H](CO)[C@@H](O)[C@H](O)[C@H]2NC(C)=O)cc1OC	-0.1	x
COc1ccc2c(c1OC)C(=O)N(c1nc(SC)n[nH]1)C2=O	-0.3	14
Cc1ccc(NC(=O)COC(=O)COc2cccc3c2OC(C)(C)C3)c(C)c1	-0.4	9
CC1=C(C(=O)OC(C)C)C(c2cccs2)NC(=S)N1 (stereo unspecified)	-0.7	5
Cc1nc(Nc2ccc(Cl)cc2)c(C#N)c(=O)[nH]1	-0.1	10
C(=N\n1cnnc1)/c1ccc(N2CCOCC2)cc1	-0.5	3
Cc1ccc(C)c(-n2c(CNC(=O)c3ccco3)nnc2SCC(=O)N2CCc3ccccc32)c1	-2.4	3
C=CCn1c(SCc2c(F)c(F)c(F)c(F)c2F)nc(O)cc1=O	0.0	6
CC(=O)c1c(C)[nH]c(C(=O)COC(=O)c2cc(C)oc2C)c1C	0.6	15
CN(C(=O)CSc1nnc(-c2ccncc2)n1Cc1ccccc1)C1CCS(=O)(=O)C1 (stereo unspecified)	-1.5	5
CS(=O)(=O)n1nc(OC(=O)c2cc(Br)ccc2Cl)cc1N	0.7	7
CCOC(=O)C1=C(c2ccccc2)c2ccccc2OC1C(=O)OCC (stereo unspecified)	x	10
Nc1c(C(=O)OCC(=O)NCc2ccccc2)[nH]c(=O)[nH]c1=O	-0.3	17
COC(=O)c1ccc(NC(=O)CSCc2ccc(C)cc2)cc1	-1.6	10
O=C(COC(=O)c1ccccc1)Nc1ccc(Cl)cn1	-2.0	-13
CCCC(=O)Nc1nc2n(n1)C(c1ccccc1)CC(=O)N2 (stereo unspecified)	-0.3	8
C/C(=N\NC(=O)c1nn(C)cc1Br)c1cccc(NC(=O)C(C)(C)C)c1	-2.3	12
Cn1c(-c2ccc3c(c2)OCO3)cnc1NCc1cccc(Cl)c1	0.4	16

Carrying on:
SMILES	STK33 kinase inh	OX1R FRET antag
COc1ccccc1NC(=O)c1cc2c(CO)cnc(C)c2oc1=Nc1ccccc1	-0.6	7
Cc1cc(C)c(S(=O)(=O)c2ccccc2)c(Cl)n1	0.7	11
COc1ccccc1/C=C/C(=O)c1ccccc1	0.5	x
CN=c1scc(-c2cccs2)n1/N=C/c1ccccc1O	0.0	39
Cc1cc(C)nc(N2CCCC(C(=O)NCC(c3ccccc3)c3ccccc3)C2)n1 (stereo unspecified)	0.1	28
CNc1nc(Nc2ccc([N+](=O)[O-])cc2)nc(OCC(F)(F)F)n1	-0.2	8
CC(C)(C)c1[nH]nc2c1C(c1ccccc1OC(=O)N1CCOCC1)C(C#N)=C(N)O2 (stereo unspecified)	-0.7	-2
Cc1ccc(NCN2C(=O)C3C4C=CC(C4)C3C2=O)cc1 (stereo unspecified)	-2.1	15
O=C(COc1ccc(Br)cc1Br)NNC(=O)c1cccs1	-0.9	7
COCCn1c(SCC(=O)NCc2ccccc2)nnc1-c1ccco1	-1.0	7
O=c1[nH]c2ccsc2c(=O)n1-c1ccc(F)c(Cl)c1	-1.6	4
CC(C)NC(=O)c1cccc(C(F)(F)F)c1	-7.1	4
CCOC(=O)c1ccc(N(CC(=O)NC2CCCCC2)C(=O)CNC(=O)c2ccco2)cc1	-0.6	0
CC1CCN(C(=O)Cn2c(=O)oc3ccccc32)CC1	-0.1	9
COc1ccc(C(c2nnnn2C(C)C)N2CCN(C(=O)c3ccco3)CC2)cc1 (stereo unspecified)	-0.7	13
Cc1ccc(N=C(c2cccs2)N2CCOCC2)cc1	2.9	7
O=C(COC(=O)C1=COCCO1)Nc1ccc([N+](=O)[O-])cc1C(F)(F)F	-0.1	15
COc1ccccc1NC(=S)NCc1ccc(F)cc1	-0.1	-3
C=CCN(CC=C)C(=O)CN1C(=O)NC(C)(c2ccc3cc(OC)ccc3c2)C1=O (stereo unspecified)	-1.5	12
Cc1cccc(-c2nc(Nc3ccc(N4CCOCC4)cc3)c3ccccc3n2)c1	0.8	11
Cc1c(C(=O)N2CC3(CC(c4cccc(NC(=O)[C@H]5CCC(=O)N5)c4)=NO3)C[C@@H]2C(N)=O)cc([N+](=O)[O-])cc1[N+](=O)[O-] (stereo partly specified)	-1.6	58
CC(=O)N(c1cccc(C)c1)C1SC(=O)N(c2ccccc2)C1=O (stereo unspecified)	-2.4	8
CC(NC(=O)c1cccc(S(=O)(=O)N2CCc3ccccc3C2)c1)c1ccco1 (stereo unspecified)	-0.4	0
COCCCNCCOCCOc1ccc(C)cc1[N+](=O)[O-]	-0.7	10
O=C(CN(c1ccc(F)cc1)S(=O)(=O)c1ccccc1)Nc1ccccc1C(=O)O	5.8	13

Next structures follow:
SMILES	STK33 kinase inh	OX1R FRET antag
COc1ccc(C(=O)NCC(=O)NCC(=O)OCC(=O)c2ccc(C)cc2)cc1	-0.9	9
CCN(CC)S(=O)(=O)c1cccc(-c2n[nH]c(=S)n2CC(C)C)c1	-2.0	20
O=C(NCCN1CCCC(O)C1)c1cc(COc2c(F)cccc2F)on1 (stereo unspecified)	0.1	5
O=C1C(C=NCCN2CCOCC2)=C(O)c2ccccc21	0.1	14
CC(C#N)Sc1ncnc2sc(-c3ccccc3)cc12 (stereo unspecified)	-1.2	44
Cc1ccc(OCCNC(=O)c2cccc(S(=O)(=O)N3CCN(C)CC3)c2)cc1	-1.5	2
O=C(COC(=O)c1ccc2ncsc2c1)Nc1cc([N+](=O)[O-])ccc1Cl	-1.5	8
O=C(CCCN1C(=O)c2ccccc2C1=O)N1CCC(c2ccccc2)C1 (stereo unspecified)	-0.8	23
CCOc1ccccc1Nc1nnc(SCC(=O)NC(=O)c2cccn2C)s1	0.2	7
CC(Sc1nc(N2CCOCC2)nc(N2CCOCC2)n1)C(=O)Nc1ccccc1 (stereo unspecified)	-1.1	14
Cc1nc(SCc2ccc(Cl)cc2)ncc1C(=O)O	-2.0	17
O=C(CNC(=O)c1ccccc1Br)N/N=C/c1ccccc1O	-0.2	29
COc1ccc(NC(=O)CSc2nc3n[nH]c(C)c3c(=N)n2-c2ccc(Cl)c(C)c2)cc1OC	0.6	5
Cc1cccc(N2CC(C)Cn3c2nc2c3c(=O)[nH]c(=O)n2C)c1 (stereo unspecified)	0.1	6
CN(C)S(=O)(=O)c1ccc2c(c1)C(=O)c1cc(S(=O)(=O)N(C)C)ccc1CC2	0.2	4
Cc1cc(C)n(CC(=O)N/N=C/c2ccco2)n1	0.3	2
Cc1nnc(SCc2ccc(C(=O)O)cc2)s1	0.4	15
CCOC(=O)Nc1ccc2c(COC(=O)CN(C)S(=O)(=O)c3ccc(C)cc3)cc(=O)oc2c1	-0.9	11
Cc1ccccc1CN(C)C(C)C(=O)Nc1ccccc1F (stereo unspecified)	-1.7	23
COCCCN1C(=O)c2ccc(C(=O)Nc3ccc(C)cc3C)cc2C1=O	-2.1	0
COc1ccc(N=c2oc3cc(O)ccc3cc2C(=O)Nc2ccccn2)cc1OC	0.7	14
O=C(O)c1ccc(N/N=C/c2cn(Cc3ccccc3F)c3ccccc23)cc1	-0.5	5
COc1ccc(CCNC(=O)C2CCN(c3nccc(C)n3)CC2)cc1	-0.8	17
Cc1ccc(CSCC(=O)Nc2c(C)n(C)n(-c3ccccc3)c2=O)cc1	-0.9	18
CCOc1ccc(Br)cc1/C=N/NC(=O)c1ccncc1	0.3	19

(listing goes on)
SMILES	STK33 kinase inh	OX1R FRET antag
O=C(OCCN1CCCC1=O)c1cncc(Br)c1	-1.3	11
COc1cc(/C=C2/C(=N)N3N=C(C)SC3=NC2=O)ccc1OS(=O)(=O)c1ccc(C)cc1	0.4	15
CN(C)/C=N/c1c(C#N)cnn1-c1ncnc2sc(-c3ccccc3)cc12	-0.5	35
O=C(c1cnn(-c2ccccc2)c1)c1cc(Br)ccc1O	-2.6	12
CC(C)Sc1nc2c([nH]1)c(=N)ncn2Cc1ccccc1	x	9
COc1ccccc1-n1c(=O)c(C#N)c(-c2ccc([N+](=O)[O-])cc2)c2cc(C(=O)c3cc(F)ccc3O)cnc21	-1.1	3
Cc1noc(C)c1-c1nc(CS(=O)(=O)c2ccc(Cl)cc2)no1	-0.4	5
O=C(NC(=S)Nc1ccc(Br)cc1F)C1CCCCC1	-1.0	5
CCCOC(=O)CSC1=C(C#N)C(c2ccccc2OC)C(C#N)C(=O)N1 (stereo unspecified)	0.0	15
COc1ccccc1Nc1nnc(Cc2ccccc2)c(=O)[nH]1	-0.8	10
CN(CCc1cn[nH]c1)C(=O)CC1C(=O)NCCN1Cc1ccccc1C(F)(F)F (stereo unspecified)	-0.2	6
COc1ccc(CC(=O)NNC(=S)NCC2CC2)cc1OC	-1.2	3
O=C(Nc1ccc(S(=O)(=O)Nc2ncccn2)cc1)c1ccc(F)c(S(=O)(=O)N2CCOCC2)c1	-2.1	17
CC(=O)c1ccc(N2CCN(C(=O)C3CCCN3S(=O)(=O)c3cccc4nsnc34)CC2)cc1 (stereo unspecified)	-2.5	39
O=C1C2CCCN2C(c2ccc(F)cc2)N1c1ccc(Cl)cc1 (stereo unspecified)	1.1	10
